Screens from PubChem.
HBB splice mod = hemoglobin beta splicing modulation; HBB splicing reporter cell assay, activation; EGFP reporter with mutant IVS2-654 intron; response scale: normalised to 500 nM splice-correcting PNA; Potency, µM (top dose mostly 46.1 µM), without a hit: top-dose activation, most hits filed as activators; 65,000 tested, 0.06% active; note: potency is the fitted concentration of half-maximal effect; 0% is about no effect
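Compounds were applied for 2 days to HeLa EGFP-654 cells, 500/well in Optimem with 2% FCS. The reporter's EGFP is disrupted by mis-splicing of beta-globin intron IVS2-654. Readout: summed well GFP fluorescence from 488 nm laser scanning; reference was 500 nM antisense […] 654 PNA.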
Luciferase inh = inhibitors of firefly luciferase. P08659. purified firefly luciferase, luminescence, 8 min. Potency, µM (series often up to 57.1 µM), for inactives: top-dose activity change, negative = inhibition, actives largely listed as inhibitors. 72,000 tested, 2.2% active. AID 411; note: potency is the fitted concentration of half-maximal effect; % is set by controls: 0 for no effect and ±100 for the full control effect; nearly all actives have a fitted effect of over 40% in size
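Compounds were tested as concentration series (qHTS) against purified P. pyralis luciferase with luciferin and 10 uM ATP in 50 mM imidazole pH 7.2, 50 mM KCl, 7 mM MgCl2, 0.01% Tween 20, 0.05% BSA. Luminescence was read after 8 min at ambient temperature.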
CRE Fsk mod = alters forskolin-stimulated CRE reporter signaling in CHO cells; 71,000 tested, 2.5% active; Potency, µM (series often up to 38.2 µM), without a hit: at the highest dose activity change, negative = inhibition, hits mostly activators; CHO CRE-bla reporter (cAMP response element driving beta-lactamase), forskolin EC10, beta-lactamase ratio; active = well fitted activation curve with a large enough effect in the signal ratio, with a control signal flat, not every such curve was filed as active; inconclusive = small, poorly fitted or top-dose-only effect, or effect the other way, or a change in a side signal; the % refers to the signal ratio; note: potency is the fitted concentration of half-maximal effect; % of control where 0% means no effect
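Reporter-gene assay: CHO cells with beta-lactamase behind cAMP responsive elements, co-treated with compound and EC10 NKH 477 for 3 hours at 37 degrees Celsius. Activity came from the 460/530 nm CCF4 emission ratio.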
ALOX15 inhib = inhibitors of human 15-lipoxygenase (ALOX15); P16050; purified 15hLO-1, xylenol orange hydroperoxide absorbance; Potency, µM (highest dose often 57.1 µM), for the others: at the highest dose activity change, negative = inhibition, hits mostly inhibitors; 74,000 tested, 1.4% active; note: potency is the fitted concentration of half-maximal effect; % is set by controls: 0 for no effect and ±100 for the full control effect; nearly all actives have a fitted effect of over 55% in size
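40 nM 15hLO-1 + cpd, 15 min RT; start w/ 50 uM AA (final), 6 min RT; stop/detect w/ 200 uM XO + 300 uM Fe(II) in 50 mM H2SO4, 30 min; A573/A405. Buffer 25 mM Hepes pH 7.5, 0.01% Triton X-100. No-enzyme wells as negative control.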
Tau filament bind = binds recombinant human tau filaments; Potency, µM (titrated, usually from 57.1 µM), for inactives: at the top dose activity change, negative = inhibition; P10636; recombinant tau filaments, thioflavin S fluorescence, 15 h; filaments grown with octadecylsulfate alongside compound; 71,000 tested, 2% active;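 note: potency is the fitted concentration of half-maximal effect; % is set by controls: 0 for no effect and ±100 for the full control effect; actives lower thioflavin S fluorescence by blocking filaments or displacing dye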
Target sequence (P10636 whole entry, looked up): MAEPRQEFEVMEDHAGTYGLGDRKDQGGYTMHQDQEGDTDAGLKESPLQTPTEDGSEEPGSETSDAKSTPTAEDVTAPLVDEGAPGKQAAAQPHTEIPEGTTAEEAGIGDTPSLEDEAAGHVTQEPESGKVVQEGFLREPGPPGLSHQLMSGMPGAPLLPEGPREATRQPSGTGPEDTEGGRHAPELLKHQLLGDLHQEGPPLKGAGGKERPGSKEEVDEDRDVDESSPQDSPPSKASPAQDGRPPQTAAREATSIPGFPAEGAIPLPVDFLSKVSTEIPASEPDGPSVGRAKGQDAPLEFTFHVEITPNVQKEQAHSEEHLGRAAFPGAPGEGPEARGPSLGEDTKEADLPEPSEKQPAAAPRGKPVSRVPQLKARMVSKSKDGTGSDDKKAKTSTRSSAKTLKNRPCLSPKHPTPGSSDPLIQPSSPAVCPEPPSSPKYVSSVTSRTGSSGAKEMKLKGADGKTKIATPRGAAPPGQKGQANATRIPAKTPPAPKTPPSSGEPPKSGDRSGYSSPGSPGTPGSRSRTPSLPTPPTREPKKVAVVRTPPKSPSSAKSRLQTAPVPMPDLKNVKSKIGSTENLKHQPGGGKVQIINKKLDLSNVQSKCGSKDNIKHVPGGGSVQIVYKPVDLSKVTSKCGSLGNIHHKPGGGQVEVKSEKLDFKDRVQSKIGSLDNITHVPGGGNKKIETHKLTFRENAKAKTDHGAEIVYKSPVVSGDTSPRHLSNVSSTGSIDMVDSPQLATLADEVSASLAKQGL
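ThS-based fibril read: tau 1 uM final, inducer ODS 30 uM final, 37 C for 15 h, ex 450/em 510 nm.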
ERK AVP inh = inhibitors of vasopressin-stimulated ERK signaling pathway; HEK293-V1b, vasopressin-stimulated pERK AlphaScreen; Potency, µM (top dose mostly 57.5 µM), without a hit: at the highest dose activity, negative = inhibition, hits mostly inhibitors; 72,000 tested, 0.99% active; note: potency is the fitted concentration of half-maximal effect; % is set by controls: 0 for no effect and ±100 for the full control effect; nearly all actives have a fitted effect of over 55% in size
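Overnight-seeded V1b-HEK293 cells in 1% FBS got compound, then vasopressin (25 nM final, 5 min, 37C), then lysis buffer. AlphaScreen detection of phospho-ERK; activity normalized to basal and full-stimulation controls.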
Pol III holo inh = blocks replication by bacterial DNA polymerase III holoenzyme; Potency, µM (top dose mostly 57.1 µM), inactives show at the highest dose activity change, negative = inhibition; 71,000 tested, 0.25% active; AID 603; reconstituted DNA polymerase III holoenzyme replication, biochemical; note: potency is the fitted concentration of half-maximal effect; % is set by controls: 0 for no effect and ±100 for the full control effect
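Reconstituted *E. coli* holoenzyme (0.35 nM Pol III, 1 nM beta, 154 nM SSB, 2 nM primase) was preincubated with compound for 15 min at RT. Synthesis on 1.4 nM ssM13Gori ran 35 min, then was stopped with PicoGreen/EDTA and read as dsDNA fluorescence.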
UbGFP stabilizer = proteasome inhibitors stabilizing ubiquitin-GFP reporter. Ubiquitin-GFP reporter cells, proteasome inhibition, GFP fluorescence; response scale: untreated = 0%, 10 µM MG-132 = 100%. Potency, µM (series often up to 45.9 µM), for the others: at the top dose activation (GFP accumulation), actives largely listed as activators. 67,000 tested, under 10 active; active = well fitted activation curve with a large enough effect, not every such curve was filed as active; inconclusive = small, poorly fitted or top-dose-only effect, or another doubt; inactive = no such curve, though single readings can be large or run the other way; note: potency is the fitted concentration of half-maximal effect
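Proteasome blockade was scored as a rise in GFP-expressing U2OS cells carrying a ubiquitin(G76V)-GFP construct, imaged after 4 hr compound treatment at 37 °C across a 46 uM–2.9 nM series.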
Epigenetic mod = epigenetic modulators derepressing GFP locus in mouse cells. mouse C127i GFP locus derepression, cytometry, 30 h. Potency, µM (titrated, usually from 46.1 µM), inactives show top-dose GFP derepression (activation). 68,000 tested, 0.09% active. AID 597; note: % of control where 0% means no effect
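Murine C127i mammary cells carrying a silenced, stably integrated CMV-driven GFP reporter were treated with compound for 30 hours at 37 C. After PBS washes, GFP-positive cells were counted by laser-scanning microplate cytometry.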
HADH2 inh = blocks human hydroxyacyl-CoA dehydrogenase type II; Q99714; recombinant HADH2, NADH fluorescence, beta-hydroxybutyryl-CoA; Potency, µM (doses to about 57.1 µM), for the others: at the top dose activity change, negative = inhibition, most hits filed as inhibitors; 73,000 tested, 3.4% active; AID 886; note: potency is the fitted concentration of half-maximal effect; % is set by controls: 0 for no effect and ±100 for the full control effect; nearly all actives have a fitted effect of over 60% in size; many of its hits are not listed in these tables
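NADH fluorescence (ex 360/em 450 nm) read every 30 s for 4 min; activity taken as last-minus-first time point difference. Enzyme 20 nM, NAD+ 1 mM, beta-hydroxybutyryl-CoA 90 uM, pH 9.0 Tris buffer.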
Hsp90 Hop PPI = changes Hsp90-Hop TPR2A binding signal, up or down | AlphaScreen TPR2A-His6 binding biotin-Hsp90 C-terminal peptide | Potency, µM (titrated, usually from 57 µM), for the others: top-dose activity change, negative = inhibition | 71,000 tested, 0.44% active; active = well fitted curve in either direction with a large enough effect; inconclusive = small, poorly fitted or top-dose-only effect, or another doubt; note: potency is the fitted concentration of half-maximal effect; % is set by controls: 0 for no effect and ±100 for the full control effect; many of its hits are not listed in these tables
The depositor's hits bear a star; u = inconclusive; x = no result given; [ ] = remark or other dose. Unless noted, calls come from the whole dose curve; as a rule, active = well fitted curve in the direction sought with a large enough effect; inconclusive = small, poorly fitted or top-dose-only effect, or another doubt; inactive = no such curve, though single readings can be large; an effect the other way counts as inactive or inconclusive.

entry	SMILES	ALOX15 inhib	Epigenetic mod	ERK AVP inh	Tau filament bind	HBB splice mod	Pol III holo inh	CRE Fsk mod	Hsp90 Hop PPI	UbGFP stabilizer	Luciferase inh	HADH2 inh
1	CCn1c(C)c(C(=O)O)c2cc(OC)ccc21	0%	0%	-4%	2%	0.9%[57.5 µM]	-4%	-18%	-2%	-6%	0%	-8%
2	CC(=NCc1cccnc1)c1c(O)n(Cc2ccccc2)c(=O)[nH]c1=O	-3%	2%	-26%	-4%	2.4%[0.369 µM]	-2%	u	-2%	x	7%	5%
3	CCN1C[C@@]2(COC)CC[C@H](O)[C@@]34[C@@H]2C[C@@H]([C@@H]13)[C@]1(O)C[C@@H](OC)C2C[C@H]4[C@H]1[C@H]2OC(C)=O	11%[25.6 µM]	14%[20.6 µM]	-7%[25.7 µM]	-3%[25.6 µM]	0.7%[20.6 µM]	4%[25.6 µM]	-2%[17.1 µM]	-2%[26 µM]	-3%[20.5 µM]	-4%[25.5 µM]	1%[25.6 µM]
4	C=C1[C@@H]2C[C@@]3([C@H]1O)[C@H]1C[C@@H]4[C@@]5(C)CC[C@H](O)[C@]4([C@H]1N(CC)C5)[C@H]3C[C@H]2O	-1%[25.6 µM]	-2%[20.6 µM]	-8%[25.7 µM]	-6%[25.6 µM]	1.8%[20.6 µM]	6%[25.6 µM]	-4%[17.1 µM]	-5%[26 µM]	13%[20.5 µM]	0%[25.5 µM]	-2%[25.6 µM]
5	Cc1ccc(Cl)cc1N1CCN(CCN)CC1	1%	-1%	6%	4%	-0.6%	-4%	-2%	-1%	-11%	1%	4%
6	CCOC(=O)c1c(-c2ccc(OC)cc2)oc2ccc(OC(=O)N(C)C)cc12	-7%	-3%	2%	29%	-0.3%	2%	u	u	2%	2%	x
7	C=C(C)c1cccc(C(C)(C)NC(=O)NC2CN3CCC2CC3)c1 (stereo not given)	-4%[11.4 µM]	2%	-1%	-14%[11.4 µM]	-4.0%[0.0738 µM]	2%[11.4 µM]	0%[7.6 µM]	-7%[11 µM]	x	4%	11%[11.4 µM]

Part of the list above, reformatted.
1) CCn1c(C)c(C(=O)O)c2cc(OC)ccc21
  ALOX15 inhib = 0%
  Epigenetic mod = 0%
  ERK AVP inh = -4%
  Tau filament bind = 2%
  HBB splice mod = 0.9%[57.5 µM]
  Pol III holo inh = -4%
  CRE Fsk mod = -18%
  Hsp90 Hop PPI = -2%
  UbGFP stabilizer = -6%
  Luciferase inh = 0%
  HADH2 inh = -8%

2) CC(=NCc1cccnc1)c1c(O)n(Cc2ccccc2)c(=O)[nH]c1=O
  ALOX15 inhib = -3%
  Epigenetic mod = 2%
  ERK AVP inh = -26%
  Tau filament bind = -4%
  HBB splice mod = 2.4%[0.369 µM]
  Pol III holo inh = -2%
  CRE Fsk mod = u
  Hsp90 Hop PPI = -2%
  UbGFP stabilizer = x
  Luciferase inh = 7%
  HADH2 inh = 5%

3) CCN1C[C@@]2(COC)CC[C@H](O)[C@@]34[C@@H]2C[C@@H]([C@@H]13)[C@]1(O)C[C@@H](OC)C2C[C@H]4[C@H]1[C@H]2OC(C)=O
  ALOX15 inhib = 11%[25.6 µM]
  Epigenetic mod = 14%[20.6 µM]
  ERK AVP inh = -7%[25.7 µM]
  Tau filament bind = -3%[25.6 µM]
  HBB splice mod = 0.7%[20.6 µM]
  Pol III holo inh = 4%[25.6 µM]
  CRE Fsk mod = -2%[17.1 µM]
  Hsp90 Hop PPI = -2%[26 µM]
  UbGFP stabilizer = -3%[20.5 µM]
  Luciferase inh = -4%[25.5 µM]
  HADH2 inh = 1%[25.6 µM]

This is a subset; count on the stated rates, not on these rows.
